hcGAS inh: human cGAS inhibition; Q8N884; recombinant h-cGAS, ATP depletion, Kinase-Glo luminescence; inhibition, % at 12.5 µM; hit rate 0.081% among 290,000; AID 1259398;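 also: 0% = vehicle reaction and 100% = reaction without DNA for no activity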
Target sequence (Q8N884 whole entry, looked up): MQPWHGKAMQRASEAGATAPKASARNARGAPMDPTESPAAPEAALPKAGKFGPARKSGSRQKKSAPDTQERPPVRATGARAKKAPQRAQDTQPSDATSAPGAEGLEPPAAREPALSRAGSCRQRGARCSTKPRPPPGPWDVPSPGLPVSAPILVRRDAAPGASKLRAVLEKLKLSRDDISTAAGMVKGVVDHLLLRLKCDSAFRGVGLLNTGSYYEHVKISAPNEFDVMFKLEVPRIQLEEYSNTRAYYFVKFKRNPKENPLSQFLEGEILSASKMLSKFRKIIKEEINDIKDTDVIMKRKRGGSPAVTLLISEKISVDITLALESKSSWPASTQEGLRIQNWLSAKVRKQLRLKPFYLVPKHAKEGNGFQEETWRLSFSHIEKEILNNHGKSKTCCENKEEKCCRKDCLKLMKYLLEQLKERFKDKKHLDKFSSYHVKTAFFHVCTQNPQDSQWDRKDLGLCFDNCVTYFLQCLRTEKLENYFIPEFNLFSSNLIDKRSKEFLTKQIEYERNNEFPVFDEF
NPYLR7 ag: mosquito NPYLR7 agonism; HEK293T NPYLR7/Galpha15, GCaMP6s calcium fluorescence; hit rate 0.15% among 270,000; activation, % at 10 µM; in the data active = activation above about 40%;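 also: 0% = vehicle and 100% = reference agonist at the receptor; some compounds past the cut are filed as inactive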
mcGAS lum: blocks mouse cGAS activity | hit rate 0.15% among 160,000 | Q8C6L5 | recombinant cGAS, Kinase-Glo ATP depletion luminescence | inhibition, % at 12.5 µM;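 also: 0% = negative control wells and 100% = reference inhibitor with no enzyme activity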
* marks the source's active call; other numbers are inactive results; . = no result given; & = joins results of further samples. Rule as the data show it, unless noted: active = inhibition above about 40%; inactive = the rest.

[1] COc1cccc(COC(CN2CCN(C(=O)Nc3ccc(C#N)cc3)CC2)c2ccc(Cl)cc2)c1 (stereo unspecified)
[2] O=C(c1nc2ccccc2s1)N(CCCN1CCOCC1)c1nc2ccc(Cl)cc2s1
[3] Cc1cccc(NC(=O)NCCC2CCCCN2S(=O)(=O)c2ccc(F)cc2)c1 (stereo unspecified)
[4] Cn1c(=NC(=O)C2=COCCO2)sc2cc(Br)ccc21
[5] CCc1ccc(C(=O)O)cc1S(=O)(=O)Nc1cc(F)c(F)cc1F
[6] O=C(c1cc2n(n1)CCN(Cc1c(Cl)cccc1Cl)C2=O)N1CCN(C/C=C/c2ccccc2)CC1
[7] O=C(NCc1cccnc1)C(C1CCCC1)N1CCN(C(=O)c2cccc(C(F)(F)F)c2)CC1 (stereo unspecified)
[8] COc1cccc(NC(=O)N2CCN(CCCOC(c3ccc(Cl)cc3)c3ccc(Cl)cc3)CC2)c1
Screen / compound no.,1,2,3,4,5,6,7,8
hcGAS inh,-4,-9,-5,-6,-5,-4,-1,-2
NPYLR7 ag,0,-3,9,7,10,8,5,-2
mcGAS lum,-5,-9,.,.,.,-5,-7,-5

[9] CCc1nc2n(n1)C(=O)C(C(c1ccc(F)c(F)c1)N1CCC3(CC1)OCCO3)S2 (stereo unspecified)
[10] CN(C)c1ccc(C2NC(c3ccc(N(C)C)cc3)C([N+](=O)[O-])C(C)(C)C2[N+](=O)[O-])cc1 (stereo unspecified)
[11] CCCCC(=O)N(CCCN1CCOCC1)CC(=O)N(Cc1ccccc1)Cc1ccco1
[12] O=C(C(Cc1ccc(O)cc1)c1ccccc1)N1CCn2cncc2C1 (stereo unspecified)
[13] COc1cccc(-c2nc(OC)nn2-c2cccc(NC(=O)c3ccc(F)cc3)c2)c1
[14] COCCN(CC(=O)N1CCc2sccc2C1COc1cccc(OC)c1)S(=O)(=O)c1ccc(Cl)cc1 (stereo unspecified)
[15] c1coc(-c2cc(CSc3nnc(Cc4cccs4)n3C3CC3)no2)c1
[16] Cc1ccccc1CN1CCC(CNC(=O)CC2=CCNCC2)C1 (stereo unspecified)
Screen / compound no.,9,10,11,12,13,14,15,16
hcGAS inh,-5,0,0,-6,-5,-2,-7,-6
NPYLR7 ag,-2,4,0,10,-4,-1,0,17
mcGAS lum,-7,.,-4,.,-3,-3,.,-17

[17] Cc1cc(C)c(S(=O)(=O)N2CCCC2C(=O)NC2CCSc3ccccc32)c(C)c1 (stereo unspecified)
[18] O=C(NCc1ccccn1)c1cccc(CSc2nc(-c3ccccc3)cc(N3CCN(Cc4ccc5c(c4)OCO5)CC3)n2)c1
[19] NNC(=O)C1CC1c1ccc(Cl)cc1 (stereo unspecified)
[20] CCc1cc(Oc2ccc(C)cc2C)nc(SCc2cccc([N+](=O)[O-])c2)n1
[21] O=S(=O)(c1ccc2nc[nH]c2c1)c1ccc2nc[nH]c2c1
[22] Fc1ccc(COc2cccc3c(=S)[nH]ccc23)cc1
[23] COCCOC(=O)N1C2CCC3(CC2)OC(=O)N(Cc2ccccc2)CC13 (stereo unspecified)
[24] CCCSCCCNC(=O)C(C)Nc1nn2c(=O)cc(C)nc2s1 (stereo unspecified)
Screen / compound no.,17,18,19,20,21,22,23,24
hcGAS inh,3,-9,2,-4,7,-7,-4,-9
NPYLR7 ag,4,3,-2,1,2,4,27,4
mcGAS lum,-16,-6,.,-5,.,.,-9,-4

Complete entries, looked up by structure.
Results for CCc1cc(Oc2ccc(C)cc2C)nc(SCc2cccc([N+](=O)[O-])c2)n1 = hcGAS inh = -4; NPYLR7 ag = 1; mcGAS lum = -5
Results for Cc1cc(C)c(S(=O)(=O)N2CCCC2C(=O)NC2CCSc3ccccc32)c(C)c1 (stereo unspecified) = hcGAS inh = 3; NPYLR7 ag = 4; mcGAS lum = -16

Next structures.
[25] COC(=O)/C(C#N)=N/Nc1cccc(Cl)c1C
[26] Cc1nc(N(C)CCCN2CCCCCC2)c2cnn(C)c2n1
[27] CC1=C(C(=O)N(C)C)C(c2ccc(C)s2)NC(=S)N1 (stereo unspecified)
[28] O=C(c1ccccc1C(F)(F)F)N1CCN(C(c2ccc(F)cc2)c2ccc(F)cc2)CC1
[29] CSc1ccc(CN(C(=O)CC2CCOCC2)C2CC2)cc1
[30] Cc1ccc(S(=O)(=O)NNC(=O)c2csc(N3CCOCC3)n2)c(C)c1
[31] CCCCCCc1ccc(C(=O)Nc2ccc(N3CCCCC3)c(C(=O)NC(C)c3ccccc3)c2)cc1 (stereo unspecified)
[32] COC(=O)c1cc(-c2ccc(/C=C3/NC(=S)NC3=O)o2)ccc1Cl
Screen / compound no.,25,26,27,28,29,30,31,32
hcGAS inh,-6,-7,2,-3,-4,-3,-4,-2
NPYLR7 ag,-3,2,7,15,-2,-5,4,1
mcGAS lum,.,.,-4,-5,.,.,-5,-1

[33] Cc1cccnc1CN1CCN(Cc2cnn3cccnc23)CC1
[34] CNC(=O)NC(=O)COC(=O)CN1C(=O)C2CCCCC2C1=O (stereo unspecified)
[35] Cc1ncc(C(=O)Nc2ncnc3oc(C)c(C)c23)s1
[36] CC(=O)c1cc(F)c(N2CCN(C(=O)c3ccccc3F)CC2)cc1C
[37] CN1CCN(c2onc(-c3ccc(F)cc3)c2CN(Cc2ccco2)C(=O)c2ccc(F)cc2)CC1
[38] O=C(Nc1ccccc1)c1cc2n(n1)CCN(C(=O)Cc1ccccc1O)C2
[39] O=C(NCc1nnnn1C1CCCCC1)c1cccs1
[40] Cc1cc(-c2nc3ccccc3o2)ccc1NC(=O)c1ccccc1C
Screen / compound no.,33,34,35,36,37,38,39,40
hcGAS inh,-3,-4,-4,-1,-4,0,-6,-7
NPYLR7 ag,-1,-5,4,0,-4,8,9,22
mcGAS lum,.,.,-9,-5,-5,-10,-8,-8

3 entries out of the list, sorted by molar mass, lowest first:
[35] Cc1ncc(C(=O)Nc2ncnc3oc(C)c(C)c23)s1
[33] Cc1cccnc1CN1CCN(Cc2cnn3cccnc23)CC1
[36] CC(=O)c1cc(F)c(N2CCN(C(=O)c3ccccc3F)CC2)cc1C
Screen / compound no.,35,33,36
hcGAS inh,-4,-3,-1
NPYLR7 ag,4,-1,0
mcGAS lum,-9,.,-5

Next part.
[41] CN(Cc1nc2ccccc2s1)C(=O)C1CCCN1c1nccs1 (stereo unspecified)
[42] Cc1nc(C(NC(=O)c2ccc(Cl)cc2Cl)C(C)C)n[nH]1 (stereo unspecified)
[43] Cc1nc(C(=O)Nc2c(F)cccc2F)nn1-c1ccc(Cl)cc1
[44] O=C(CNC(=O)c1cccs1)Nc1cc(Cl)cc(Cl)c1
[45] Nc1nc(N2CCCCC2)[nH]c(=O)c1C(=S)Nc1ccccc1
[46] CNS(=O)(=O)Cc1ccc(CNc2ccc(C(F)(F)F)cn2)cc1
[47] CCOC(=O)N1CCC(NCCOc2ccccc2F)CC1
[48] CSc1ccc(-c2ccc3c(c2)CC(CNC(=O)c2cc(C)n(C)n2)O3)cc1 (stereo unspecified)
Screen / compound no.,41,42,43,44,45,46,47,48
hcGAS inh,-5,-2,-4,-6,-10,-2,4,-6
NPYLR7 ag,9,-2,0,4,1,10,-1,21
mcGAS lum,.,.,.,.,-8,.,.,-10

[49] Cc1nc(C(C)NC(=O)Nc2cc(-c3nnco3)ccc2C)cs1 (stereo unspecified)
[50] CC1CN(S(=O)(=O)c2cccc3cnccc23)CCN1 (stereo unspecified)
[51] COCCN(CC(=O)N(Cc1ccc(F)cc1)Cc1ccc(C)s1)C(=O)C1CC1
[52] COc1ccc(-n2nc(-c3ccc(OC)cc3OC)cc2C(=O)Nc2ccc(F)cc2)cc1
[53] O=[N+]([O-])c1cccc(C2c3cccn3CCCN2Cc2cccc(F)c2F)c1 (stereo unspecified)
[54] Cc1ccc2c(c1)C1OCCC1C1N2C(=O)C2C(C(=O)O)C3C=CC21O3 (stereo unspecified)
[55] Cc1ccc(CN(Cc2ccc(F)cc2)C(=O)CN(CC2CCCO2)C(=O)CCc2ccccc2)s1 (stereo unspecified)
[56] C=CCc1c(C)nc2c(-c3ccccc3)cnn2c1NCCN1CCOCC1
Screen / compound no.,49,50,51,52,53,54,55,56
hcGAS inh,-15,-4,-4,5,0,-8,1,4
NPYLR7 ag,-3,4,-5,-3,-8,5,5,2
mcGAS lum,.,-4,-3,2,0,.,-5,-1

[57] COc1ccccc1-c1cc(C(=O)N2CCN(c3cccc(C(F)(F)F)c3)CC2)nc2cc(-c3ccc(Cl)cc3)nn12
[58] Cc1ccc(I)c(C)c1[N+](=O)[O-]
[59] Cc1ccc(-c2nc3cc(C)ccn3c2NC(=O)CCCCl)cc1
[60] Cc1nn(-c2ccccc2)c2c1P(=S)(N1CCCC1)C(=C1N(C)c3ccccc3C1(C)C)C=N2 (stereo unspecified)
[61] CN(CC1CCC1)C(=O)NCC(C)(C)N1CCC(N(C)C)CC1
[62] CCOc1ccccc1NC(=O)C(=O)NCC(c1ccc(N(C)C)cc1)N1CCc2ccccc21 (stereo unspecified)
[63] COCCN(CC1CCN(Cc2ccccc2F)CC1)C(=O)C1CCCC1
[64] CN(C)c1ccc(NC(=O)c2ccco2)cc1CN(CC1CCCO1)C(=O)NC(C)(C)C (stereo unspecified)
Screen / compound no.,57,58,59,60,61,62,63,64
hcGAS inh,-11&-3,-1,-6,-2,-7,-4,-12,-3
NPYLR7 ag,-9&18,-4,-2,9,0,11,11,4
mcGAS lum,-9&-7,.,-6,.,.,.,.,-9

[65] CCCCNC(=O)NS(=O)(=O)c1cnccc1Sc1ccc(Cl)cc1
[66] COc1ccc(NC(=O)C(C2CCCC2)N2CCN(C(=O)C3CCC3)CC2)cc1 (stereo unspecified)
[67] CC(C)Cc1cc(CN2CCCC(C(=O)c3ccc(C(F)(F)F)cc3)C2)[nH]n1 (stereo unspecified)
[68] CN(CCCc1cnn(C)c1)C(=O)c1cccnc1
[69] CC(Oc1ccccc1)C(=O)N1CCN(CC(OCc2ccc(C(F)(F)F)cc2)c2ccc(Cl)cc2)CC1 (stereo unspecified)
[70] CCC(=O)Nc1ccc(SCC(=O)N2CCN(c3ccccc3)CC2)nn1
[71] COc1ccc2c(c1)OC(c1ccccc1)(C(F)(F)F)NC2=O (stereo unspecified)
[72] CC(C)N(Cc1cccc(OS(=O)(=O)c2cccc(C(F)(F)F)c2)c1)C(=O)c1ccc2ccccc2c1
Screen / compound no.,65,66,67,68,69,70,71,72
hcGAS inh,0,-5,-1,0,-2,-2,-13,-19
NPYLR7 ag,1,-4,4,-15,3,7,0,-11
mcGAS lum,.,-5,-8,-4,-5,.,-8,-5

[73] CC1CCC2(CC1)NC(=O)N(NC(=O)COc1ccccc1)C2=O (stereo unspecified)
[74] Cc1cc(OC(=O)c2ccc(C(F)(F)F)cc2)c([N+](=O)[O-])c(=O)[nH]1
[75] O=C(COc1ccc2c3c(c(=O)oc2c1)CCC3)N1CCCC(C(F)(F)F)C1 (stereo unspecified)
[76] Fc1ccc(-c2cc3c(SCc4ccccc4)nccn3n2)cc1
[77] O=C(CSc1nc(Cl)cc(N2CCN(C(=O)C3CCCC3)CC2)n1)N1CCN(Cc2ccccc2)CC1
[78] COc1ccc(N2C(=O)CSC2c2ccc(NC(=O)C(C)(C)CCl)cc2)cc1 (stereo unspecified)
[79] CC1CC(Sc2nnc(-c3ccccc3F)o2)C(=O)O1 (stereo unspecified)
[80] O=C(CCc1ccccc1)N1N=C2CCCCC2C1(O)C(F)(F)F (stereo unspecified)
Screen / compound no.,73,74,75,76,77,78,79,80
hcGAS inh,-4,5,-2,-5,-2,-6,-4,-8
NPYLR7 ag,0,2,4,3,-10,.,9,0
mcGAS lum,.,-4,.,-8,0,-5,.,.

[81] Cc1ccc2nc(SCc3cccc4ccccc34)nc(=O)n2c1
[82] O=C(NCCc1nc2ccccc2n1Cc1ccc(Cl)cc1)c1ccco1
[83] CSc1ccc(C2c3c(n[nH]c3-c3ccccc3)OC(=N)C2C#N)cc1 (stereo unspecified)
[84] O=C(c1cc(-c2ccccc2)nc2ccccc12)N1CCN(c2ccc(F)cc2)CC1
[85] COc1ccccc1OCCn1c(C2CC(=O)N(Cc3ccccc3)C2)nc2ccccc21 (stereo unspecified)
[86] COc1ccc(CN2CCN(Cc3cc4ccccc4o3)CC2CCO)cc1C (stereo unspecified)
[87] CC1CCc2c(C(=O)NC(C)Cn3ccnc3)csc2C1 (stereo unspecified)
[88] CCN(C(=O)CN1CCSC2(CCCCC2)C1)C1CC1
[89] O=C(C1=NOC(c2ccccc2)C1)N1CCC(Nc2ccccc2)CC1 (stereo unspecified)
[90] Nc1nonc1-c1noc(COc2ccc(Br)cc2)n1
Screen / compound no.,81,82,83,84,85,86,87,88,89,90
hcGAS inh,-7,20,-2,2,-11,-13,-5,-7,-13,-9
NPYLR7 ag,4,-3,2,-5,0,6,4,3,6,2
mcGAS lum,-8,3,.,-2,-4,-11,.,.,.,.

Results in sequence from the list:
Nos. 81 to 90 in NPYLR7 ag, in turn: 4, -3, 2, -5, 0, 6, 4, 3, 6, 2

High-throughput results from PubChem.

No enrichment for hits. About 0.27% of those tested had a hit in this group.
